Growth percent in the NCI-60 one-dose screen (48 h, 10 µM unless noted): 100 = growth as untreated, 0 = no growth, -100 = all killed.
NCI-H23: NCI-H23 lung cancer; hit rate 4% among 80,000; AID 1794731
NCI/ADR-RES: NCI/ADR-RES ovarian cells | hit rate 4.4% among 81,000 | AID 1794790
NCI-H322M: NCI-H322M lung cancer; hit rate 2.7% among 80,000; AID 1794733
COLO 205: COLO 205 colon cancer. hit rate 7.3% among 79,000
NCI-H226: NCI-H226 lung cancer | hit rate 3.5% among 79,000
HCT-116: HCT-116 colon cancer; hit rate 7.3% among 82,000
NCI-H460: NCI-H460 lung cancer | hit rate 6.8% among 82,000 | AID 1794736
NCI-H522: NCI-H522 lung cancer. hit rate 8% among 78,000. AID 1794739
HCT-15: HCT-15 colon cancer; hit rate 5.2% among 82,000
An asterisk follows results filed as active; . = no result given. Rule for the calls: active = growth percent below 10; inactive = the rest. Hits appear at their usual frequency; about 13% have a hit in one of these screens.

(1) Brc1ccc(-c2nnc(CSc3nnc(-c4ccncc4)o3)o2)cc1
(2) CCC1S/C(=N\N=C(/C)c2cc3ccccc3o2)N(c2ccccc2)C1=O (stereo not given)
(3) C[C@@H]1C(=O)N(C[C@@H](Cc2ccccc2)NC(=O)OCc2ccccc2)[C@]1(Cc1ccccc1)C(=O)OCc1ccccc1
(4) Cc1ccc2nc(NC(=O)CSc3nc(-c4ccc(O)cc4)c(C#N)c(=O)[nH]3)sc2c1
(5) c1ccc2c(c1)C(=NN=C1c3ccccc3-c3ccccc31)c1ccccc1-2
(6) COc1ccc(NC(=O)/C=C\C(=O)O)cc1OC
(7) CC1=NN(c2ccccc2)C(=O)C1N=Nc1cc(Cl)cc(S(=O)(=O)O)c1O (stereo not given)
(8) CC(C)(C)c1ccc(O)c(CN(CCO)CCO)c1

Compound,1,2,3,4,5,6,7,8
NCI-H23,94.6,93.6,37.1,101.6,.,102.2,104.2,110.3
NCI/ADR-RES,106.5,89.0,21.0,105.8,104.2,106.3,77.6,116.6
NCI-H322M,90.6,92.2,56.4,102.8,.,93.8,64.0,79.3
COLO 205,122.8,122.5,.,108.6,107.9,103.7,113.2,107.8
NCI-H226,.,107.7,36.3,100.4,95.4,100.3,91.3,108.3
HCT-116,105.6,80.8,34.4,103.0,94.5,105.7,76.7,93.0
NCI-H460,101.8,123.3,38.3,106.5,107.1,108.8,100.0,87.8
NCI-H522,90.8,88.3,44.3,96.7,85.9,89.8,123.5,89.7
HCT-15,98.5,106.9,41.6,106.2,95.0,96.1,87.1,85.2

(9) COc1ccc(-c2nnc(SCC(=O)Nc3ccc(C(=O)/C=C/c4ccccc4)cc3)n2-c2ccccc2)cc1OC
(10) Cc1ccc(-c2csc(N3C(=O)c4ccccc4C3=O)n2)cc1
(11) CCOC(=O)c1nnn(Cc2cc(=O)oc3cc(C)cc(C)c23)c1C
(12) CCCN(CCC)c1ccc(N=Nc2ccccc2C(=O)O)cc1
(13) COc1ccc(CCC(N)c2ccc(OC)cc2)cc1 (stereo not given)
(14) C/C=C/C/C=C/[C@H](C)C[C@H](O)[C@@H]1C[C@@H]2O[C@H]2/C=C/[C@@H]2OC(C)(C)O[C@H]2/C=C/C[C@H](C)CC(=O)O1
(15) Cc1cc(C(=O)Nc2cc(Nc3ncccc3-c3ncnc4nc[nH]c34)ccc2F)cc(C(F)(F)F)c1
(16) CCOC(=O)C1=C(C)OC(N)=C(C#N)C1c1cc(=O)oc2ccc(Cl)cc12 (stereo not given)

Compound,9,10,11,12,13,14,15,16
NCI-H23,80.8,101.5,98.6,73.3,94.0,36.3,25.2,99.4
NCI/ADR-RES,88.3,103.9,98.7,.,100.1,7.5*,52.1,104.6
NCI-H322M,.,108.6,103.6,54.9,83.0,55.5,106.5,91.9
COLO 205,56.1,112.7,109.3,.,94.2,61.1,13.4,120.0
NCI-H226,50.4,90.0,92.3,87.7,94.1,30.5,39.9,116.3
HCT-116,17.0,102.3,98.1,84.5,87.5,18.6,19.1,101.5
NCI-H460,37.1,106.8,99.6,88.6,97.1,17.4,48.8,105.9
NCI-H522,53.8,72.5,92.3,54.6,86.2,.,63.1,91.6
HCT-15,86.5,91.6,104.1,67.7,97.0,19.7,60.1,96.3

(17) CC(C)(C#N)OC(=O)Nc1ccccc1
(18) O=C(Nc1ccc(Cl)cc1)Nc1ccc(Cl)c(Cl)c1
(19) O=c1c2cccc3c(N4CCOCC4)ccc(c32)c2nc3ccccc3n12
(20) O=C(NNc1nc2cc(F)ccc2n2c(CN3CCCCC3)ccc12)c1cnccn1
(21) CC(C)CCC[C@@H](C)[C@H]1CC[C@H]2[C@@H]3CC=C4c5sc(NCc6ccccc6)nc5CC[C@]4(C)[C@H]3CC[C@]12C
(22) CC(C)c1nc(SCC(=O)NCCc2ccc(S(N)(=O)=O)cc2)[nH]c(=O)c1C#N
(23) COc1ccccc1CO
(24) Cc1cc(C)n(Cc2cccc(Cn3c(C)cc(C)c(C#N)c3=O)n2)c(=O)c1C#N

Compound,17,18,19,20,21,22,23,24
NCI-H23,93.4,-54.2*,76.9,-21.3*,98.8,94.3,98.1,102.5
NCI/ADR-RES,99.7,-18.8*,93.9,-31.5*,100.9,95.1,100.7,101.4
NCI-H322M,101.6,23.7,89.1,-7.2*,99.2,95.5,102.9,111.1
COLO 205,118.9,-2.8*,87.6,-50.5*,117.9,104.0,106.1,118.2
NCI-H226,103.7,16.3,91.0,-24.6*,92.5,92.3,100.0,101.0
HCT-116,102.7,5.2*,87.0,-86.9*,97.9,111.6,105.4,99.2
NCI-H460,.,-9.0*,88.4,-11.7*,106.5,106.6,102.7,103.4
NCI-H522,85.4,0.6*,80.5,-50.9*,105.9,88.8,98.8,91.6
HCT-15,106.0,3.4*,81.0,-52.4*,98.8,101.6,99.4,103.6

(25) O=C(Cc1cccc2c(=O)cc(-c3ccccc3)oc12)OCCN1CCOCC1
(26) c1ccc(-c2nc([P+](c3ccccc3)(c3ccccc3)c3ccccc3)c(N3CCOCC3)o2)cc1
(27) O=C(O)CCC1C(=O)NC(=O)CC1c1ccccc1 (stereo not given)
(28) CNC(=O)c1c(NC(=O)c2ccc(C(C)(C)C)cc2)sc2c(CN(C)C)c(O)ccc12
(29) CCC1(c2ccccc2)NC(=O)NC1=O (stereo not given)
(30) CN1CCc2cc3c(c4c2[C@H]1[C@@H](O)c1ccccc1-4)OCO3
(31) O=C(OCCCCCCl)c1cccc([N+](=O)[O-])c1
(32) O=C(CCSc1nnc2n(Cc3ccccc3)c(=O)c3c4c(sc3n12)CCCC4)Nc1ccc(Cl)cc1

Compound,25,26,27,28,29,30,31,32
NCI-H23,109.0,2.6*,89.3,27.0,93.2,90.8,96.7,97.8
NCI/ADR-RES,108.7,92.8,99.2,11.4,91.9,93.1,101.7,95.8
NCI-H322M,111.1,21.0,.,17.1,108.7,100.9,109.5,81.6
COLO 205,110.3,-64.5*,108.7,-68.5*,111.7,98.5,117.2,103.4
NCI-H226,101.8,34.7,96.2,95.0,89.6,93.4,99.3,101.9
HCT-116,119.0,2.1*,104.5,-88.4*,90.9,90.1,95.7,86.4
NCI-H460,110.1,10.1,97.6,-72.5*,104.5,102.0,110.4,100.1
NCI-H522,.,-3.2*,94.7,75.9,91.8,89.4,92.6,90.0
HCT-15,102.0,79.3,98.8,-77.3*,100.3,93.0,99.3,96.6

(33) C=CCn1c(C)nc2ccc(Nc3nc(NCCO)nc4ccccc34)cc21
(34) CCOC(=O)CCc1c[nH]c2ccccc12
(35) C/C(Cc1ccc(Cl)cc1)=C(/c1ccc(Cl)cc1)c1ccc(OCCN2CCCCCC2)cc1
(36) COC(=O)c1nc(-c2ccccc2)oc1S(=O)(=O)NCC(c1ccc(Cl)cc1)N1CCCCC1 (stereo not given)
(37) Cc1ccc(/C=C/[C@@H]2C[C@@H]2CCO)cc1
(38) CCOc1ccc([N+](=O)[O-])cc1[N+](=O)[O-]
(39) CCOC(=O)NC(=O)CSc1n[nH]c(-c2ccc(CC)cc2)n1
(40) O=C1OCC2=C1C(c1ccc3c(c1)OCO3)CC(=O)N2c1cccc(Cl)c1 (stereo not given)

Compound,33,34,35,36,37,38,39,40
NCI-H23,92.7,97.0,83.9,84.4,104.4,95.9,86.0,90.2
NCI/ADR-RES,105.6,102.2,89.3,89.0,100.7,96.3,95.5,98.9
NCI-H322M,100.0,91.9,89.7,97.2,99.5,106.4,139.8,94.1
COLO 205,105.5,99.2,89.1,72.1,97.1,107.2,115.7,105.4
NCI-H226,106.7,105.9,104.3,88.5,101.6,101.1,82.6,.
HCT-116,94.7,99.8,50.9,78.0,93.1,96.1,92.5,114.4
NCI-H460,102.8,105.7,76.0,85.6,106.6,103.8,104.5,107.9
NCI-H522,100.5,87.6,74.7,25.6,78.1,117.7,89.5,92.9
HCT-15,112.7,108.4,46.6,49.1,102.5,117.2,105.7,100.8

(41) COc1ccc(C2=Nc3c(N)ncnc3NC(c3cccc(Nc4ccnc5cc(Cl)ccc45)c3)C2)cc1 (stereo not given)
(42) COc1ccc(C(=O)/C=C/C(=O)O)cc1
(43) Cn1cc(-c2nc(N)nnc2-c2c[nH]c3ccc(Br)cc23)c2cc(Br)cnc21
(44) CC1(C)NC2=C(C(Nc3cccnc3)N1)C(c1ccccc1Cl)C(C(=O)c1ccc(N=[N+]=[N-])cc1)O2 (stereo not given)
(45) CC(=O)Oc1cc2c(cc1[N+](=O)[O-])OCO2
(46) O=C1OC2N(C(=O)CSc3ccccc31)C13CCC(=O)N1c1ccccc1C(=O)C2(c1ccccc1)O3 (stereo not given)
(47) CSc1nc(=O)n(Cc2ccc(F)cc2)c(=O)n1Cc1ccc(C)cc1
(48) O=C1NC(c2ccc(Cl)c(Cl)c2)=C/C1=C/c1ccc([N+](=O)[O-])cc1

Compound,41,42,43,44,45,46,47,48
NCI-H23,86.7,102.4,.,107.7,99.3,97.5,100.6,95.6
NCI/ADR-RES,90.1,106.5,12.5,107.4,99.3,97.2,86.6,102.6
NCI-H322M,98.3,115.4,37.8,104.0,104.7,100.0,112.1,102.5
COLO 205,107.7,137.1,-85.3*,111.6,105.1,105.8,94.6,109.0
NCI-H226,82.4,116.8,11.9,114.4,112.0,100.6,101.0,93.6
HCT-116,72.7,100.1,-37.1*,100.5,77.4,99.9,97.5,99.4
NCI-H460,96.6,113.2,-25.0*,104.8,99.0,103.3,105.4,100.0
NCI-H522,87.6,111.9,-47.4*,95.1,92.1,86.8,110.1,85.9
HCT-15,74.5,101.4,3.7*,100.2,100.7,105.5,102.1,109.4

(49) COc1cc(CN2CCC(N3CCCC3=O)c3cc(C)ccc32)cc(OC)c1OC (stereo not given)
(50) O=S(=O)(SC(S(=O)(=O)c1ccccc1)S(=O)(=O)c1ccccc1)c1ccccc1
(51) O=C1Nc2ccccc2Cc2c1c1ccccc1[nH]c2=O
(52) NC(N)=N/N=C/c1ccc[nH]1
(53) COc1c(CCC[P+](c2ccccc2)(c2ccccc2)c2ccccc2)cc2c(c1OC)OCO2
(54) Cc1nn(-c2ccccc2)cc1C1Nc2cc(Cl)ccc2-c2ccnn21 (stereo not given)
(55) CC(=O)CCN(Cc1ccccc1)Cc1ccccc1
(56) N#CCC(=O)Nc1ccccc1

Compound,49,50,51,52,53,54,55,56
NCI-H23,103.1,99.6,98.0,98.3,2.9*,60.3,117.5,104.2
NCI/ADR-RES,92.3,102.0,111.0,102.0,102.7,72.1,114.2,100.8
NCI-H322M,114.6,102.9,99.5,101.1,45.4,91.6,135.9,98.5
COLO 205,107.0,113.7,.,103.6,-55.6*,93.6,92.2,102.0
NCI-H226,107.7,103.7,.,98.9,27.0,69.7,112.4,103.0
HCT-116,96.0,97.4,97.3,101.1,6.0*,80.4,98.4,102.6
NCI-H460,105.5,103.8,111.8,117.7,5.3*,87.4,104.0,111.7
NCI-H522,67.1,69.6,111.9,97.5,-11.8*,74.0,98.0,99.1
HCT-15,98.7,93.5,102.8,106.7,92.3,78.5,113.3,105.3

(57) O=C(Nc1ccccc1)N1CCN(c2ccccc2)CC1
(58) Cc1nn(-c2cc(=O)[nH]c3ccc(Br)cc23)c(N)c1C#N
(59) COc1cccc(OC)c1Oc1c(/C=N/N=c2\sc3ccccc3n2C)c(C)nn1-c1ccccc1
(60) COc1ccc(-c2coc3ccc4ccccc4c3c2=O)cc1OC
(61) FC(F)(F)c1cc(Nc2ccc3c(OCCCN4CCOCC4)cccc3n2)ccc1Cl
(62) Cc1nc2ncccc2nc1Nc1ccc(S(=O)(=O)Nc2ccccn2)cc1
(63) CCC(C)Cn1cnc2c(SCc3ccccc3F)nc(N)nc21 (stereo not given)
(64) O=C(CSc1ccc(-c2ccccc2)nn1)Nc1ccccc1
(65) COc1ccc(Nc2nc(SCC(=O)Nc3nc4ccc(C)cc4s3)nc(-c3ccccc3)c2C#N)cc1
(66) C=C1CCC2C3(C)COC(C)(C)OC3CCC2(C)C1CC(NC1CCCC1)C1=CCOC1=O (stereo not given)
(67) CC1(C)OCC(CCCOCc2ccccc2)O1 (stereo not given)

Compound,57,58,59,60,61,62,63,64,65,66,67
NCI-H23,99.4,95.9,82.3,108.0,60.8,90.6,91.1,96.0,97.0,106.5,105.5
NCI/ADR-RES,101.9,101.9,91.0,112.3,56.2,98.2,83.5,77.7,96.0,100.4,107.2
NCI-H322M,84.2,98.2,93.4,79.6,51.5,96.1,80.5,98.0,100.9,98.4,105.1
COLO 205,96.1,117.7,83.9,112.9,-38.1*,98.5,119.2,121.3,105.4,118.0,116.4
NCI-H226,96.1,81.8,79.1,103.2,68.5,94.5,95.2,76.9,93.8,94.3,106.1
HCT-116,108.9,108.8,87.0,98.6,10.8,92.0,86.6,91.4,97.0,97.1,91.8
NCI-H460,103.5,101.4,102.5,108.9,17.3,106.1,99.7,111.0,100.3,99.1,106.0
NCI-H522,84.9,90.8,93.1,92.1,49.5,81.6,98.5,82.0,90.9,107.9,92.1
HCT-15,106.3,102.8,67.2,97.4,-39.8*,123.1,85.5,93.8,101.9,100.2,111.9

Looked up by structure from the entries so far (four):
(62) Cc1nc2ncccc2nc1Nc1ccc(S(=O)(=O)Nc2ccccn2)cc1
(35) C/C(Cc1ccc(Cl)cc1)=C(/c1ccc(Cl)cc1)c1ccc(OCCN2CCCCCC2)cc1
(47) CSc1nc(=O)n(Cc2ccc(F)cc2)c(=O)n1Cc1ccc(C)cc1
(32) O=C(CCSc1nnc2n(Cc3ccccc3)c(=O)c3c4c(sc3n12)CCCC4)Nc1ccc(Cl)cc1

Compound,62,35,47,32
NCI-H23,90.6,83.9,100.6,97.8
NCI/ADR-RES,98.2,89.3,86.6,95.8
NCI-H322M,96.1,89.7,112.1,81.6
COLO 205,98.5,89.1,94.6,103.4
NCI-H226,94.5,104.3,101.0,101.9
HCT-116,92.0,50.9,97.5,86.4
NCI-H460,106.1,76.0,105.4,100.1
NCI-H522,81.6,74.7,110.1,90.0
HCT-15,123.1,46.6,102.1,96.6

Assay outcomes: PubChem, NCI
